Screening results as filed in PubChem.
H37Rv inhibition = M. tuberculosis growth inhibition, HTS (AID 449762). M. tuberculosis H37Rv growth inhibition, 7H9 media; higher % means a stronger effect. 330,000 compounds, 0.59% hits. one-dose inhibition, % at 25 µM; IC50 in µM for titrated hits; in the data active = a potency from the dose series; inconclusive = inhibition above about 70% without an active follow-up result;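 note: bacterial growth assessed after seven days of incubation; strong numbers were not always called active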
tuberculosis growth = growth inhibition of non-replicating M. tuberculosis (AID 488890); Mycobacterium tuberculosis non-replicating, growth inhibition; higher % means a stronger effect; inhibition, % at 25 µM, or IC50 in µM where a hit was titrated; 320,000 compounds, 0.39% hits; in the data active = a potency from the dose series; inconclusive = inhibition mostly from about 82% at the one dose, without a potency; inactive = the rest, 99 in 100 with inhibition below about 76%;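 note: plate controls were DMSO cells for no effect and high antibiotic wells for full effect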
Salmonella PhoP GFP = PhoP regulon inhibitors, Salmonella typhi PhoP promoter GFP reporter, confirmatory (AID 1850); Salmonella Typhi PhoP-promoter GFP reporter, fluorescence, 4 h; higher % means a stronger effect; inhibition, % at 50 µM, or IC50 in µM where a hit was titrated; 310,000 compounds, 0.33% hits; in the data active = a potency from the dose series; inconclusive = inhibition mostly from about 25% at the one dose, without a potency; inactive = the rest, 99 in 100 with inhibition below about 19%;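 note: 0% = induced wells with vehicle and 100% = uninduced wells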
influenza NS1A = H1N1 influenza NS1A inhibitors, functional cell based assay (AID 504329); inhibition, % at 12.5 µM; hits with a dose series show IC50 in µM; NS1A functional cell-based assay, percent inhibition; higher % means a stronger effect; 340,000 compounds, 0.3% hits; in the data active = a potency from the dose series; inconclusive = inhibition above about 27% without an active follow-up result; note: strong numbers were not always called active
inhibitors of VEEV = inhibitors of VEEV TC-83 cytopathic effect, confirmation, Vero cells (AID 588727); Vero cells, VEEV TC-83 cytopathic effect inhibition; higher % means a stronger effect; 350,000 compounds, 0.13% hits; inhibition, % at 20 µM, or IC50 in µM where a hit was titrated; in the data active = a potency from the dose series; inconclusive = inhibition mostly from about 14% at the one dose, without a potency; inactive = the rest, 99 in 100 with inhibition below about 12%; note: strong numbers were not always called active
inhibitors of VEEV 10K pilot screen = recorded beside inhibitors of VEEV, whose call it bears; inhibition, %; measured here: 10K pilot screen inhibition
The depositor's hits bear a star; i = inactive; ? = inconclusive; nt = not tested or not shown.

SMILES	H37Rv inhibition	tuberculosis growth	Salmonella PhoP GFP	influenza NS1A	inhibitors of VEEV	others
O=C(Nc1ccccc1F)Nc1ccccc1OC(F)F	9%	61%	-4%	-7%	i
Cc1ccc(S(=O)(=O)CCC(=O)OCC(=O)Nc2cc(S(=O)(=O)N3CCOCC3)ccc2C)cc1	0%	13%	9%	-11%	7.3%
CN(c1cccc(NC(=O)Nc2ccc(Cl)cc2)c1)S(C)(=O)=O	-3%	13%	2%	5%	7.2%
CCN(CC)C(=O)CSc1nnc(-c2cnccn2)n1-c1ccccc1	-3%	3%	-4%	14%	6.1%	inhibitors of VEEV 10K pilot screen=0.4
CCCc1cc(-c2nc(N)ncc2-c2csc(C)n2)c(O)cc1OC	-6%	24%	0%	15%	4.8%
COc1cc(/C=N\Nc2nncn2N)ccc1OC(C)=O	-3%	9%	0%	-24%	i
COCCCNC(=O)c1ccc2c3c(onc13)-c1ccccc1C2=O	-5%	?	-15%	17%	10%
Cc1ccc(C(=O)O/N=C(\N)c2ccccc2)c(Cl)c1	1%	25%	6%	-4%	10%
O=C(NNC(=O)c1cccs1)c1ccc(Cl)nc1	2%	21%	-5%	1%	1.3%
COc1cc(/C=N/N=C(/C(=O)c2ccccc2)c2ccccc2)cc(OC)c1O	-4%	-1%	-2%	0%	6.6%
CC(=O)Nc1ccc(S(=O)(=O)N(C)c2ccc(OCC(=O)NCCc3ccccc3F)cc2)cc1	nt	nt	nt	-3%	8.0%
CCCOC(=O)C1C2CCC(O2)C1C(=O)O (stereo not given)	nt	nt	nt	10%	6.9%
CC(C)C(=O)NNS(=O)(=O)c1ccccc1[N+](=O)[O-]	5%	19%	-8%	5%	i
COC(=O)c1[nH]c2ccc(F)cc2c1NS(=O)(=O)c1ccc(F)c(C)c1	-6%	5%	6%	3%	1.2%
Cn1ccnc1SCC(=O)NC1CCCC1	2%	-4%	-7%	6%	0.7%
Cc1ccc(SCCC(=O)OC(C)C(=O)Nc2ccccc2)cc1 (stereo not given)	43%	64%	6%	3%	i
COc1cc(C)nc(Oc2ccc(/C=N/O)cc2)n1	-2%	49%	-11%	1%	5.1%
CCN(CC)CCN(Cc1cc2ccc(C)cc2[nH]c1=O)C(=S)Nc1ccccc1C(=O)OC	5%	23%	-4%	4%	8.2%
COc1ccccc1CNC(=O)CCC(=O)N1Cc2cccc(OC)c2Oc2ncccc21	-5%	-14%	10%	4%	2.2%
COc1ccc(C2NC(C(=O)O)CS2)cc1COCC(F)(F)F (stereo not given)	-9%	-1%	-14%	nt	nt
CC(=O)NC1(c2ccccc2)CCN(CC(=O)N2CCC(C)CC2)CC1	-1%	5%	-4%	2%	0.5%
CN(Cc1ccccc1)C(=O)COc1ccccc1Cl	12%	11%	8%	-12%	i
COc1ccc(SC[C@H](CC(C)C)N2CCN(CCc3ccccc3)CCC2=O)cc1	?	38%	-3%	14%	i
CCC(C)(C)NC(=O)c1cc(OC)c(OC)cc1[N+](=O)[O-]	-10%	-1%	-7%	-4%	1.4%
Cc1nnc(NC(=O)CSc2ccc(-c3ccco3)nn2)s1	-1%	0%	12%	6%	0.2%
O=C(c1ccc(Cl)c(S(=O)(=O)N2CCCC2)c1)N1CCCCC1	-11%	-2%	-7%	-6%	2.1%
CCc1nc(NCc2cccnc2)c2oc3ccccc3c2n1	-2%	37%	-11%	-12%	1.3%
Cc1ccc(NC(=O)CCNC(=O)c2ccc(Cl)cc2)cc1F	55%	?	-4%	-4%	i
CCC(CO)Oc1cc(NC(=O)c2ccccc2N)c2ncn(C(C)C)c2c1 (stereo not given)	2%	50%	nt	-7%	11%	inhibitors of VEEV 10K pilot screen=11
CC12CCC(C(=O)Nc3ccccc3)(C(Br)C1=O)C2(C)C (stereo not given)	-2%	1%	-5%	11%	0.8%
CC1(C)C(=O)Nc2ccccc2N1C(=O)COC(=O)c1cccnc1Cl	6%	7%	nt	-10%	1.0%
O=S1(=O)CSCS(=O)(=O)C1	nt	nt	nt	-7%	1.0%
COc1ccc(CCNS(=O)(=O)c2c(N)n(C)c(=O)n(C)c2=O)cc1OC	-1%	3%	-9%	-14%	0.8%
COc1ccc(Cl)cc1NC(=O)CCNC(=O)Cn1ccc2ccccc2c1=O	9%	6%	6%	-8%	i
Cc1cc(NC(=O)CSc2nnc(C)n2-c2ccccc2C)no1	-9%	5%	6%	9%	1.5%
O=C1c2ccccc2S(=O)(=O)N1Cc1cccc(S(=O)(=O)N2CCOCC2)c1	3%	11%	2%	23%	i
COCC(C)n1c(SCC(=O)NC(=O)Cc2ccccc2)nc2ccccc2c1=O (stereo not given)	-9%	-1%	nt	-5%	1.4%
NS(=O)(=O)c1ccc(NC(=S)Nc2ccc(OCc3ccccc3)cc2)cc1	-8%	24%	14%	-2%	0.9%
CCCCCCCCOC(=O)C1=C(C)Nc2nnnn2C1c1cccs1 (stereo not given)	2%	16%	-7%	5%	0.4%
Cc1ccc(OCCCCN2CCC(C)CC2)c(Br)c1	3%	49%	-9%	-4%	0.3%

Entries above with bromine:
SMILES	H37Rv inhibition	tuberculosis growth	Salmonella PhoP GFP	influenza NS1A	inhibitors of VEEV	others
CC12CCC(C(=O)Nc3ccccc3)(C(Br)C1=O)C2(C)C (stereo not given)	-2%	1%	-5%	11%	0.8%
Cc1ccc(OCCCCN2CCC(C)CC2)c(Br)c1	3%	49%	-9%	-4%	0.3%

(continued)
SMILES	H37Rv inhibition	tuberculosis growth	Salmonella PhoP GFP	influenza NS1A	inhibitors of VEEV	others
CSCCCNC(=O)c1ccc(OC2CCN(C(=O)c3cccnc3)CC2)cc1	7%	-8%	-12%	-4%	i
COc1cc(C(=O)NCC(=O)OCC(=O)Nc2nnc(-c3ccccc3)o2)cc(OC)c1OC	-3%	7%	1%	-4%	0.9%
Cc1ccc(NC(=O)COC(=O)C2CC(=O)N(Cc3ccccc3)C2)cc1S(=O)(=O)N(C)C (stereo not given)	-2%	16%	1%	-2%	2.8%
O=C1C=CC(=O)N1Cc1ccccc1	-2%	nt	18%	-5%	2.0%
C/C(=N\NC(=O)c1nc2ccccn2c1C)c1cc2ccccc2o1	11%	?	-9%	-12%	11%
Cn1c(N)c(C(=O)COC(=O)CCc2ccccc2)c(=O)n(C)c1=O	-2%	-5%	9%	9%	i
CN(CCC#N)C(=O)c1ccc(CNS(=O)(=O)c2ccc(F)cc2)cc1	2%	-2%	-12%	-29%	i
COc1cc(C(=O)NNC(=O)CN2C(=O)NC3(CCCC3)C2=O)cc(OC)c1OC	-6%	-17%	nt	-15%	0.9%
COc1ccc(S(=O)(=O)NC(C)C(=O)NCc2ccco2)cc1OC (stereo not given)	-2%	-17%	-5%	7%	2.3%
CCOc1cc(/C=C2/C(=O)ON=C2C)ccc1OCc1ccc(F)cc1	44%	24%	-24%	9%	0.6%
COc1ccc(C2c3c(oc4ccccc4c3=O)C(=O)N2CCCN2CCOCC2)cc1 (stereo not given)	-4%	9%	7%	nt	nt
Cc1ccc(CSc2nccc(-c3c(C)nc4ccccn34)n2)cc1	37%	66%	-15%	nt	3.6%
O=c1[nH]c(C2CCN(S(=O)(=O)c3ccccc3F)CC2)nc2c1nnn2Cc1ccc(OC(F)(F)F)cc1	7%	-5%	-9%	-1%	8.4%
CCNc1cc(S(=O)(=O)C(F)(F)F)ccc1N	?	40%	-6%	-2%	0.1%
Cc1ccc(NC(=O)NC(=O)CSc2nnc(-c3ccc(OC(F)F)cc3)n2N)c(C)c1	2%	-3%	-6%	-2%	0.7%
O=C(C/C=N\O)Nc1ccc(Oc2ccccc2)cc1	?	?	19%	-1%	i
Cc1ccc(C2OCC3(CO)COC(c4ccc(C)cc4)N23)cc1 (stereo not given)	-2%	10%	-3%	-15%	0.7%
COC(=O)CC1=NN(c2nc3ccccc3s2)C(=O)/C1=C/N(C)C	-4%	-3%	8%	1%	1.3%
COc1ccc(Nc2cc(=O)n(C3CCCCC3)c(=O)[nH]2)c(OC)c1	3%	15%	0%	1%	5.5%
CSc1c(SCc2ccccc2)cnn(-c2ccccc2)c1=O	13%	12%	4%	13%	i
O=C(c1cc(COc2ccc3ncccc3c2)on1)N1CCC(O)CC1	3%	11%	6%	-1%	0.3%
Cc1ccsc1C(=CCCN1CCC[C@@H](C(=O)O)C1)c1sccc1C	6%	6%	14%	2%	i
O=C(O)c1cccc(S(=O)(=O)NCCC(c2ccccc2)c2ccccc2)c1	8%	-14%	-12%	5%	i
CCOP(=O)(OCC)c1nc(-c2ccccc2Cl)oc1N1CCOCC1	6%	-16%	-7%	6%	1.0%
Cc1nc(SC(C)C(=O)NCC2CCCO2)c2cc(-c3ccccc3)sc2n1 (stereo not given)	?	33%	-4%	-9%	5µM*
CCN(c1ccccc1)S(=O)(=O)c1ccc(Oc2ccc(C(C)=O)cc2OC)nc1	4%	28%	nt	-18%	5.6%
CC(NC(=O)CNC(=O)Cc1cccc2ccccc12)c1ccc(S(N)(=O)=O)cc1 (stereo not given)	0%	8%	-2%	-3%	1.6%
O=C(COC(=O)C1CCN(S(=O)(=O)c2ccccc2)CC1)NC(=O)c1ccc(OC(F)F)cc1	-1%	-22%	-4%	1%	0.6%
CCOc1c(Cl)cc(C2NC(=O)NC(C)=C2C(=O)NCc2ccccc2)cc1OC (stereo not given)	4%	-6%	-4%	4%	3.8%
COc1cccc(NC(=O)CNC(=O)c2ccc(C)o2)c1	-5%	9%	0%	-11%	i
Cc1ccccc1C(=O)Nc1ccc(Cl)cn1	-20%	40%	-6%	-3%	2.5%
CC1=N/C(=C/c2ccco2)C(=O)O1	nt	nt	nt	9%	i
C=CCN1C(=O)[C@H]2CCC=C[C@H]2[C@@H]1c1cccc(C)c1	nt	nt	nt	15%	i
Cc1ncsc1C(=O)Nc1cccc(C(F)(F)F)c1	-2%	7%	-4%	-21%	2.1%
Cc1cc(C)c(NC(=O)CN(C)C(=O)C2CC(=O)N(c3cccc4ccccc34)C2)c(C)c1 (stereo not given)	-9%	-9%	nt	2%	2.3%
COc1ccc(OC)c2c(C)cc(N3CCN(C(=O)c4ccc(C)cc4)CC3)nc12	-2%	18%	-1%	-1%	0.5%
O=C(O)Cc1ccc(-n2cccc2)cc1	7%	-5%	-10%	-4%	0.6%
O=C(c1c[nH]c2ccccc12)C(Cl)c1ccccc1 (stereo not given)	?	78%	-9%	-1%	24%
O=C(O)c1cccc(NC(=S)NC(=O)C(c2ccccc2)c2ccccc2)c1	-2%	-3%	17%	-2%	i
Cn1c(=O)c2c(SCC(=O)NCc3ccco3)nc(-c3ccccc3Cl)nc2n(C)c1=O	5%	1%	-11%	-7%	7.9%
CCn1c(SCC(=O)NCc2ccco2)nnc1-c1cccs1	-1%	4%	7%	-6%	1.6%
Cn1c(=O)c2c(SCC(=O)N3CCCC3)nc(-c3ccccc3)nc2n(C)c1=O	-4%	-7%	-5%	-11%	4.0%
COc1ccc(-c2nnc(SCc3ccc(C(=O)O)cc3)n2C)cc1OC	3%	2%	-7%	-33%	0.7%
COc1ccc(SCc2noc(C(=O)NC(C)C)c2C(=O)O)cc1	2%	-8%	6%	-6%	0.0%	inhibitors of VEEV 10K pilot screen=0.2
CC(=O)Oc1ccc(C(C)=O)c2c1OCCO2	-2%	7%	-4%	1%	1.5%
Cc1ccc(C)c(NC(=O)CSc2cccc3cccnc23)c1	4%	-4%	8%	0%	i
Cc1cc(C)n2nc(SCC(=O)Nc3ccc(S(=O)(=O)N(C)C)cc3)nc2n1	1%	-2%	nt	-10%	1.1%
O=C1N[C@@H](Cc2cn(S(=O)(=O)c3ccc([N+](=O)[O-])cc3)c3ccccc23)C(=O)N[C@H]1Cc1ccccc1	2%	25%	-2%	3%	0.3%
CCO[C@H]1OC(C(=O)N2CCN(Cc3ccc4c(c3)OCO4)CC2)=C[C@@H](C2CCCCC2)[C@@H]1CCCO	-5%	5%	-3%	8%	1.7%
Cc1cc(C)c2c(N=NN(C)C)[nH]nc2n1	7%	74%	-2%	15%	i

Fetched by compound from above (three):
SMILES	H37Rv inhibition	tuberculosis growth	Salmonella PhoP GFP	influenza NS1A	inhibitors of VEEV	others
Cc1cc(C)n2nc(SCC(=O)Nc3ccc(S(=O)(=O)N(C)C)cc3)nc2n1	1%	-2%	nt	-10%	1.1%
CCO[C@H]1OC(C(=O)N2CCN(Cc3ccc4c(c3)OCO4)CC2)=C[C@@H](C2CCCCC2)[C@@H]1CCCO	-5%	5%	-3%	8%	1.7%
CC(=O)Oc1ccc(C(C)=O)c2c1OCCO2	-2%	7%	-4%	1%	1.5%
